OX1R antag-1: OX1R (human) antagonism; AID 485270; actives 1.8% (n = 330,000); OX1R-expressing cells, FRET antagonist read-out; inhibition, % at 6.6 µM; in the data active = inhibition mostly above about 38%, no sharp cut-off; inactive = mostly below about 40%;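 note: 0% = agonist challenge alone and 100% = reference antagonist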
Target sequence (O43613 whole entry, looked up): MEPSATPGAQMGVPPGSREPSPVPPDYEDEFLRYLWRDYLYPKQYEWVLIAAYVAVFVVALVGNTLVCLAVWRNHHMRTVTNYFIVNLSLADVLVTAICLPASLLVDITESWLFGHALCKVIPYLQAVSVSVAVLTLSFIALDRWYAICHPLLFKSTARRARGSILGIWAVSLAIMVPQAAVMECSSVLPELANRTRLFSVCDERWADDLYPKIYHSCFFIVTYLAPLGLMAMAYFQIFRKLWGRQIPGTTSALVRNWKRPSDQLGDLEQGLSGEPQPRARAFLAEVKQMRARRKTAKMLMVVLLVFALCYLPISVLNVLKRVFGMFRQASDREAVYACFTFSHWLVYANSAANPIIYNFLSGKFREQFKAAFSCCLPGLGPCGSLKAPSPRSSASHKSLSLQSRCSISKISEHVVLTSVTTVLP
CHT allo act: human CHT allosteric activation. Q9GZV3. CHT-expressing cells, membrane potential dye, choline EC20; active compounds read high; LV-AA mutant CHT in HEK293 cells. B-score at 10 µM. actives 0.49% (n = 310,000). AID 488977;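 active = initial fluorescence not abnormally high and integrated response B-score, plate-corrected, over 3 SD above library mean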
Target sequence (Q9GZV3 whole entry, looked up): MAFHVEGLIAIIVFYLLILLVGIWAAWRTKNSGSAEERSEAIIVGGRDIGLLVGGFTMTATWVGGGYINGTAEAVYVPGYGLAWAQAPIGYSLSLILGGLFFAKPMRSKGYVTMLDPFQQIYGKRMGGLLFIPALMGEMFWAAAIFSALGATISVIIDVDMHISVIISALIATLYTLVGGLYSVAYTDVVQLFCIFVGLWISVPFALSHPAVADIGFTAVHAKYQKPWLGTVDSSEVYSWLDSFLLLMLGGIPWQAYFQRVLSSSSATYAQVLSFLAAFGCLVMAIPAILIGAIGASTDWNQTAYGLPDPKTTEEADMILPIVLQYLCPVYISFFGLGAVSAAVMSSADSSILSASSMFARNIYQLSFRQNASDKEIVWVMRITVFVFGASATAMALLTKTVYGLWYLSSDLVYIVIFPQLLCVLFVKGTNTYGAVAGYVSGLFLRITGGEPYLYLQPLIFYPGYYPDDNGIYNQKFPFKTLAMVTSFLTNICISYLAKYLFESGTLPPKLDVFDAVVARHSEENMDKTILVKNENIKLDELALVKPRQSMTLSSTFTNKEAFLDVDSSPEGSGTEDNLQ
OX1R antag-2: antagonists of human orexin 1 receptor; actives 0.43% (n = 330,000); inhibition, % at 5 µM; CHO/OX1R cells, Fluo-8 calcium fluorescence, orexin A; AID 434989;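 active = inhibition above its plate's threshold, mean inhibition of all tested compounds on the plate plus 3 SD, cut at about 37% in these data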;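 note: 0% = orexin A challenge wells and 100% = SB-334867-A antagonist wells; not every result past the cut was called active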
The depositor's hits bear a star; i = inactive; x = no result given. This is a random part of the collection; overall some 2.5% were active at least once.

Each structure is followed by: OX1R antag-2, CHT allo act, OX1R antag-1
COc1ccc(Cc2nnc(NC(=O)c3ccc(OC)c(OC)c3)s2)cc1OC
 : -14, i, 14
CCN1C(=O)N(c2ccc(C(C)=O)cc2)S(=O)(=O)c2ccccc21
 : -24, i, 10
Cc1ccc(CNS(=O)(=O)c2ccc(-c3cnc(C4CC4)o3)cc2)cc1
 : -3, i, 20
COc1ccc(OC)c(-c2csc(NC(=O)CSCc3c(C)noc3C)n2)c1
 : -12, i, 25
CCc1nn2c(N3CCOCC3)cc(C)nc2c1-c1ccc(F)cc1
 : -18, i, 29
CC1(C)CC(NC(=O)C23CCC(C)(C(=O)C2=O)C3(C)C)CC(C)(C)N1 (stereo unspecified)
 : -12, i, 20
O=C1c2ccccc2C(=O)N1CC1c2ccccc2CCN1S(=O)(=O)c1cnc[nH]1 (stereo unspecified)
 : -31, i, 30
COc1ccc(CCN2C(=O)CC(Sc3ncccc3C(=O)O)C2=O)cc1OC (stereo unspecified)
 : -8, i, 8
COCCNC(=O)C(OC(=O)C1=Cc2ccccc2OC1)C(C)C (stereo unspecified)
 : -22, i, 37
CCOc1cc(C(=O)Nc2ccc(N3CCN(C(C)=O)CC3)cc2)cc(OCC)c1OCC
 : -17, i, 8
Cc1c(Cl)cccc1N(Cc1ccc(C(=O)O)cc1)S(=O)(=O)c1ccccc1
 : 6, i, 13
O=C1[C@@H]2[C@@H]3C[C@@H]([C@H]4ON=C(c5ccc(Cl)cc5)[C@@H]34)[C@@H]2C(=O)N1c1ccc2c(c1)OCO2
 : -6, i, 15
CCC(C)C(NC(=O)/C(=C\c1ccccc1)NC(=O)c1ccc(OC)cc1)C(=O)O (stereo unspecified)
 : -5, i, 20
CCN(CC)CCCNC(=O)c1cc2c(=O)n(CC)c3ccccc3c2s1
 : -16, i, 13
CCOC(=O)C1CCCN(c2c(N3CCOCC3)c(=O)c2=O)C1 (stereo unspecified)
 : -6, i, 3
O=C(CCCCCn1c(=S)[nH]c2ccc(Br)cc2c1=O)NCC1CCCO1 (stereo unspecified)
 : -24, i, 14
O=C(CN1CCN(Cc2ccccc2Cl)C1=O)N1CCCCCC1
 : -19, i, 17
CC1Cc2nc(SCC(=O)Nc3ccc4c(c3)OCO4)n(-c3ccc(F)cc3)c(=O)c2S1 (stereo unspecified)
 : -30, i, 0
COc1cccc2cc(C(=O)c3ccc([N+](=O)[O-])cc3)oc12
 : -19, i, 17
Cc1ccc(-n2nc(C)c(NS(=O)(=O)c3ccccc3)c2C)cc1C
 : -18, i, 16
CCCCN=C(C)c1c(O)c2ccccc2oc1=O
 : -22, i, 10
CC(CC(=O)NCCc1ccc(S(N)(=O)=O)cc1)c1ccccc1 (stereo unspecified)
 : -23, i, 13
CCN1CCN(C(=O)c2ccccc2N(Cc2ccccc2)S(=O)(=O)c2ccc(C)cc2)CC1
 : -29, i, 11
CN(NS(C)(=O)=O)c1c(C#N)c(C(F)(F)F)nn1C
 : -27, i, 9
CCN(CC)c1ccc(C(=O)c2ccccc2C(=O)O)c(O)c1
 : -3, i, 10
Cc1cccc(/C=N/NC(=O)c2ccc3c(c2)OCCO3)c1O
 : -17, i, 26
CCCn1c(SCC(=O)NC2CCCCC2C)n[nH]c1=O (stereo unspecified)
 : -15, i, 11
O=C(COC(=O)c1oc2ccccc2c1CSc1ccc(Cl)cc1)NC1CCCC1
 : -51, i, 20
COc1ccc2nc(C)cc(SCC(=O)N/N=C/c3c(OC)ccc4ccccc34)c2c1
 : -8, i, 12
O=C(c1cc([N+](=O)[O-])ccc1N1CCOCC1)N1CCN(c2ccccc2)CC1
 : -16, 12*, 7
CNS(=O)(=O)c1cccc(C(=O)NNC(=O)CN(C)S(=O)(=O)c2ccc(Cl)cc2)c1
 : -3, i, 18
COC(=O)c1ccc(NCC(=O)Nc2cc(C)cc(C)c2)cc1
 : -27, i, 3
Cc1cccc(NC(=O)c2nc[nH]c2C(=O)N[C@@H](Cc2ccccc2)C(=O)OCc2ccccc2)c1
 : 17, i, 25
NS(=O)(=O)c1ccc(NC(=O)COC(=O)COc2ccc3ccccc3c2)cc1
 : 7, i, 9
Cc1ccc(NC(=O)CCc2nc(-c3cccs3)no2)c(Br)c1
 : -15, i, 10
C=CCSc1ncccc1C(=O)O
 : -8, i, 1
O=c1[nH]c2cc3c(cc2cc1CN(CC1CCCO1)S(=O)(=O)c1ccc(Cl)cc1)OCCO3 (stereo unspecified)
 : -20, i, 1
CC(C)(C)c1ccc(-c2noc(CCC(=O)N3CCOCC3)n2)cc1
 : -18, i, 25
CC(=O)Nc1cccc(C(=O)OCC(=O)c2ccccc2Cl)c1
 : -5, i, 16
Cc1ccccc1OCC(=O)NNC(=O)c1cc(S(=O)(=O)N2CCOCC2)ccc1N1CCCC1
 : -22, i, 12
Cn1c(=O)c2c(ncn2CC(COCc2ccc(Cl)cc2)OCc2ccc(Cl)cc2)n(C)c1=O (stereo unspecified)
 : -36, i, 18
Cc1ccccc1Nc1c(-c2cccnc2)nc2cccc(C)n12
 : -26, i, 11
COc1ccc(S(=O)(=O)N(CC(=O)N/N=C/c2ccc(C(=O)O)cc2)Cc2ccccc2)cc1OC
 : -6, i, 4
CSc1sc(C(=O)NCC2CC2)c(-c2cccs2)c1C#N
 : -36, i, 8
Cn1c(=O)[nH]c(=O)c2c1nc(N1CCN(CCO)CC1)n2CCSc1nc2ccccc2s1
 : -7, 7.7*, -5
Nc1cc(=O)nc(SCC(=O)NCc2ccccc2)n1CCc1ccccc1
 : -25, i, 14
COc1cc(CNc2ccc3[nH]c(=O)[nH]c3c2)ccc1OCc1ccccc1Cl
 : -8, i, 1
CCOC(=O)N1CCC(N2CC34C=CC(O3)C(C(=O)O)C4C2=O)CC1 (stereo unspecified)
 : -8, i, 20
CCOC(=O)C(NC(=O)NCc1ccccc1OC)(OCC)C(F)(F)F (stereo unspecified)
 : -22, i, 15
COC(=O)c1ccc(NC(=O)C2CCCN(S(C)(=O)=O)C2)cc1 (stereo unspecified)
 : -2, i, 21
CC(=O)Nc1cccc2c1C(=O)NC2=O
 : -11, i, 34
Cc1ccc(S(=O)(=O)Nc2cccc(S(=O)(=O)Nc3ccccc3C(=O)O)c2)c(C)c1
 : -8, x, 8
O=C(O)CCCc1ccc2c(c1)CCc1ccccc1-2
 : -7, i, 17
COc1ccc(/C(N)=C/C(=O)C(C)(C)C)cc1
 : 0, i, 8
CCOC(=O)C1CCN(C(=O)c2cc3c(C)cc(C)cc3[nH]2)CC1
 : -27, i, -13
CCC(C)NC(=O)CCC(=O)Nc1ccc2nc(N3CC(C)CC(C)C3)cc(C)c2c1 (stereo unspecified)
 : -17, i, 1
CCCC[C@@H]1C=C(C(=O)O)[C@H](c2ccc(Cl)cc2)N1S(=O)(=O)c1ccc(C)cc1
 : -6, x, 22
Cc1ccccc1N/C(SCc1ccc(Cl)cc1)=C(/C#N)C(=O)NCc1ccco1
 : -27, i, 10
Cc1ccc(C)c(Nc2nc(N)c3ccccc3n2)c1
 : -31, i, 23
CC(C)C1Cc2c(sc3c2c(=O)n(-c2ccccc2)c2n[nH]c(=S)n32)CO1 (stereo unspecified)
 : -9, i, 25

Rewritten tab-delimited: entries from further up.
molecule	OX1R antag-2	CHT allo act	OX1R antag-1
COC(=O)c1ccc(NCC(=O)Nc2cc(C)cc(C)c2)cc1	-27	i	3
Cc1cccc(NC(=O)c2nc[nH]c2C(=O)N[C@@H](Cc2ccccc2)C(=O)OCc2ccccc2)c1	17	i	25
NS(=O)(=O)c1ccc(NC(=O)COC(=O)COc2ccc3ccccc3c2)cc1	7	i	9
Cc1ccc(NC(=O)CCc2nc(-c3cccs3)no2)c(Br)c1	-15	i	10
C=CCSc1ncccc1C(=O)O	-8	i	1
O=c1[nH]c2cc3c(cc2cc1CN(CC1CCCO1)S(=O)(=O)c1ccc(Cl)cc1)OCCO3 (stereo unspecified)	-20	i	1

More results follow.
Each structure is followed by: OX1R antag-2, CHT allo act, OX1R antag-1
O=C(CCCC(=O)N(CC(=O)NC1CCCC1)Cc1ccccc1Cl)Nc1ccccn1
 : -20, i, 19
Cc1ccc(C(=O)N/N=C\C=C\c2ccccc2[N+](=O)[O-])cn1
 : -14, i, 53
CC1c2ccsc2CCN1C(=O)NC(=O)c1ccc(Cl)cc1 (stereo unspecified)
 : -14, i, 7
CCC(=O)NC(c1cccs1)c1cc(Cl)c2cccnc2c1O (stereo unspecified)
 : -12, i, 36
CC1CN(Cc2csc(-c3ccc(Cl)cc3)n2)CC(C)O1 (stereo unspecified)
 : -10, i, 44
Cc1cc(C)c2nc(N3CCCC(C(=O)NCCCN4CCOCC4)C3)sc2c1 (stereo unspecified)
 : -47, i, 6
CC(NC(=O)C(=O)NN=C1CCC(C(C)(C)C)CC1)c1ccccc1 (stereo unspecified)
 : -18, i, 27
CCOC(=O)CN1C(=O)C(O)(c2c(C)[nH]c3ccccc23)c2ccccc21 (stereo unspecified)
 : -10, i, 17
CCCc1nc2cc3c(cc2[nH]1)n(C)c(=O)n3C
 : -11, i, 4
CC(=O)[C@H]1[C@H](CCc2ccccc2)NC(=O)N(Cc2ccccc2)[C@@H]1C
 : -25, i, 6
CC1(C)CC(=O)c2cc(C(=O)O)c(=O)n(-c3ccccc3)c2C1
 : -5, i, 7
COc1ccccc1/C=N/NC(=O)c1ccc(-c2ccccc2)cc1
 : -12, i, 9
O=C(CNC(=S)N(CCCN1CCOCC1)Cc1cccs1)NCCCN1CCOCC1
 : -19, i, 18
OCC(CO)(CO)NCC(O)CN1c2ccccc2Sc2ccccc21 (stereo unspecified)
 : -4, i, -3
Cc1c(NC(=S)N2CCN(c3ccc(F)cc3)CC2)c(=O)n(-c2ccccc2)n1C
 : -7, i, 4
Cc1cccc(-c2nc3sc(C)cc3c(=O)o2)c1
 : -16, i, 14
COc1cccc(C(=O)COc2ccc3c(C)c(Cc4ccccc4)c(=O)oc3c2C)c1
 : -21, i, 11
CCOc1ccc(NC(=O)N2CCCC2C(=O)NCc2ccco2)cc1 (stereo unspecified)
 : -11, i, 4
CCN1CCN(Cc2ccc(NC(=O)c3ccc(C)c(/C=C/c4cnc(Nc5cc(N6CCNCC6)nc(C)n5)cn4)c3)cc2C(F)(F)F)CC1
 : -7, i, 28
Cc1nn(CC(=O)OCC(=O)Nc2c(C(C)C)cccc2C(C)C)c(C)c1[N+](=O)[O-]
 : -7, i, 5
Cc1ccc(NC(=O)c2cc(F)c(F)cc2Cl)nc1
 : -3, i, 31
COc1ccc(CCN2C(=O)CSC2=Nc2ccc(C)cc2C)cc1OC
 : -30, i, 7
CC(=O)Nc1cccc(NC(=O)CSc2nnc3ccccn23)c1
 : -7, x, 0
C=CCSc1n[nH]c(-c2ccccc2)n1
 : -11, i, 30
CC(CCc1ccccc1)NC(=O)CN(C)Cc1ccccc1F (stereo unspecified)
 : -28, i, 28
O=[N+]([O-])c1ccc(/C=C/c2ccncc2)cc1
 : -11, i, 26
Cc1cccc(-c2noc(CN(C(=O)/C=C/c3ccccc3Cl)C(C)C)n2)c1
 : -13, i, 15
Cc1ncc(CN2CCC(C(=O)Nc3ccc(Oc4cccnc4)cc3)CC2)cn1
 : -20, i, 18
O=C(CS(=O)(=O)c1cn(Cc2ccccc2Cl)c2ccccc12)N1CCOCC1
 : -19, i, 13
CCOC(=O)C1CCN(CC(O)COc2ccc(C(C)=O)cc2)CC1 (stereo unspecified)
 : -6, i, 2

Reprinted at random: 4 entries already listed
Each structure is followed by: OX1R antag-2, CHT allo act, OX1R antag-1
CC(CCc1ccccc1)NC(=O)CN(C)Cc1ccccc1F (stereo unspecified)
 : -28, i, 28
CC(=O)Nc1cccc(NC(=O)CSc2nnc3ccccn23)c1
 : -7, x, 0
O=C(CCCC(=O)N(CC(=O)NC1CCCC1)Cc1ccccc1Cl)Nc1ccccn1
 : -20, i, 19
Cc1ccc(NC(=O)c2cc(F)c(F)cc2Cl)nc1
 : -3, i, 31

Given as tab-separated lines: entries from further up
Compound	OX1R antag-2	CHT allo act	OX1R antag-1
CCN1CCN(C(=O)c2ccccc2N(Cc2ccccc2)S(=O)(=O)c2ccc(C)cc2)CC1	-29	i	11
CN(NS(C)(=O)=O)c1c(C#N)c(C(F)(F)F)nn1C	-27	i	9
CCN(CC)c1ccc(C(=O)c2ccccc2C(=O)O)c(O)c1	-3	i	10
Cc1cccc(/C=N/NC(=O)c2ccc3c(c2)OCCO3)c1O	-17	i	26

The list goes on.
Each structure is followed by: OX1R antag-2, CHT allo act, OX1R antag-1
Cc1ccccc1-n1c(=O)cc(N2CCN(C(=O)c3ccco3)CC2)[nH]c1=O
 : -23, i, 6
Cc1ccccc1CN1CCCC(C(=O)Nc2ccccc2Oc2cccnc2)C1 (stereo unspecified)
 : -27, i, 11
CC(OC(=O)C1CCN(S(=O)(=O)c2ccccc2C(F)(F)F)CC1)C(=O)N(C)Cc1ccccc1 (stereo unspecified)
 : -24, i, 20
COC(=O)C1=C(C)N(c2ccccc2)/C(=C/c2ccco2)C1=O
 : -9, i, 11
Cc1nnc(C)n1/N=C/c1ccc(-c2ccccc2Cl)o1
 : 2, i, 9
Cc1onc(-c2c(F)cccc2Cl)c1C(=O)N(C)CCc1ccccn1
 : 5, i, 9
Cn1c(=O)c2c(ncn2CCC(=O)N/N=C/c2ccccc2)n(C)c1=O
 : -2, i, 3
NS(=O)(=O)c1ccc(CCNC(=O)C(=O)C2C(=O)Nc3ccccc32)cc1 (stereo unspecified)
 : -9, i, 7
Cc1ccc(Cn2ccc(O)c(Cc3ccccc3)c2=O)cc1
 : -22, i, 8
N#CC1=C(Nc2ccccc2)SC=C(c2ccc(Br)cc2)N=C1N1CCOCC1
 : -45, i, 11

Screening data: PubChem BioAssay, several laboratories
